H9c2 protect = modulators protecting cardiomyocytes from myocardial damage; 0.63% of 360,000 active; AID 588492; H9c2 cardiomyocytes, H2O2 injury protection, ATPLite, 2 h; protection from H2O2 cell death, % at 20 µM;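 active means compounds giving at least 50% protection of heart cells from peroxide-induced death in the single-dose screen, raw or plate-pattern-corrected value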;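 further: 0% = DMSO wells with peroxide and 100% = DMSO wells without peroxide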
HTR2A ag = mouse HTR2A agonism via beta-arrestin recruitment | P35363 | CHO-K1 mHTR2A beta-arrestin complementation, luminescence; percent of 30 µM serotonin response | activation, % at 7.6 µM | 0.66% of 360,000 active;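 active means activation above a run cutoff, the mean activation of all tested compounds plus 3 SD, cut at about 14% in these data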;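 further: 0% = plate median of compound wells and 100% = 30 µM serotonin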
MC4R antag cAMP = blocks human MC4R cAMP signaling; MC4R-expressing cells, MTII-stimulated cAMP, LANCE TR-FRET; inhibition, % at 6.5 µM; 0.48% of 360,000 active; AID 540295;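 active means inhibition above its plate's cutoff, the mean of tested wells on that plate plus 3 SD, cut at about 29% in these data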;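 further: 0% = Melanotan II alone and 100% = Melanotan II plus saturating MCL0020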
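System: U2OS-MC4R stable cell line; Technique: Eu-cAMP/anti-cAMP TR-FRET, emission 671 nm; Repeats: single well per compound; Also added: Melanotan II; Dosing: one concentration, 6.5 µM nominal; Schedule: 30-min compound, 1-h challenge, 1-h detection, room temperature.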
ABHD5-PLIN5 inh = blocks binding of human ABHD5 to perilipin-5. Split G. princeps luciferase complementation, luminescence, 4 h. Q00G26+Q8WTS1. inhibition, % at 4 µM. 0.78% of 360,000 active;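 active means inhibition above the mean inhibition across every tested compound plus 3 SD, cut at about 22% in these data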;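 further: 0% = DMSO only wells and the 100% control is not disclosed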
Target sequence (Q00G26 whole entry, looked up): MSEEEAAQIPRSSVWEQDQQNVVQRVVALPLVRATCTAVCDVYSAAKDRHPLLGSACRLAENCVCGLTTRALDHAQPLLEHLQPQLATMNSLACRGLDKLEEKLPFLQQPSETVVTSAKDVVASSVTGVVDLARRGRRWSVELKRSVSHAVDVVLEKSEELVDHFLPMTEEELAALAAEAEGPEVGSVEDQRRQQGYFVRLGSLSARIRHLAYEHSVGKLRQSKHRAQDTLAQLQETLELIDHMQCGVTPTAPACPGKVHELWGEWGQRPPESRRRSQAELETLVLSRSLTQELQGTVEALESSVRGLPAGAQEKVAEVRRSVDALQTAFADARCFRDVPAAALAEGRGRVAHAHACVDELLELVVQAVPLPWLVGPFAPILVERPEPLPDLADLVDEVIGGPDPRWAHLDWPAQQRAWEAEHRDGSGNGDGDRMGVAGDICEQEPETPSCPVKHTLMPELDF
Target sequence (Q8WTS1 whole entry, looked up): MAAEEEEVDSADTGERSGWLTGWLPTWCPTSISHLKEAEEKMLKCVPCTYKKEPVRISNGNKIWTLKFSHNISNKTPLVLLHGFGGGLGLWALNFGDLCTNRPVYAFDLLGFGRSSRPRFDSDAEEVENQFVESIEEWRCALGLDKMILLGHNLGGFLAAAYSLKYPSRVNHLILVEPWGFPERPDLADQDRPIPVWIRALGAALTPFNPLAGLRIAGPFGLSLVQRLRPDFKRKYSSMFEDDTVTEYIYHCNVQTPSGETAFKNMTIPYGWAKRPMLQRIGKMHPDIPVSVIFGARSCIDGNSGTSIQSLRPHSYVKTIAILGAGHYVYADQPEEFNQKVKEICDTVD
PDI inh = blocks human protein disulfide isomerase activity; AID 588391; 0.052% of 350,000 active; P07237; inhibition, % at 10 µM; PDI insulin aggregation turbidity, A650, 90 min;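 active means mean inhibition across replicates of 30% or more, whatever share of single replicates reach that level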;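 further: absorbance from insulin aggregation driven by PDI reduction with DTT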
MC4R ag barr = agonists of human melanocortin 4 receptor (MC4R) beta-arrestin; AID 540308; 0.98% of 360,000 active; U2OS MC4R beta-arrestin complementation, luminescence; percent of melanotan II response, DMSO zero; activation, % at 8.9 µM;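 active means activation above a per-plate cutoff, the mean activation of sample wells on that plate plus 3 SD, cut at about 8% in these data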
Exocytosis inh = blocks lytic granule exocytosis | 0.66% of 360,000 active | TALL-104 LAMP-1 surface exposure, flow cytometry; cells stimulated with thapsigargin and PMA | AID 651702 | inhibition, % at 10 µM;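 active means inhibition above about 55%, limit read from the data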
N-glyco inh = N-linked glycosylation inhibition | AID 588692 | D54 ERlucT glycosylation luciferase reporter, 24 h; percent of 100 nM tunicamycin response | reporter increase, % at 12.5 µM | 0.23% of 360,000 active;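 active means mean luciferase reporter signal, scaled so untreated is 0 and the glycosylation-blocking control 100, at or above a set limit in every replicate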;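 further: luciferase carries N-glycosylation sites so blocking glycosylation raises the light; 0% = median of neutral control wells and 100% = median of 100 nM tunicamycin wells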
CaV13 ICDI inh = Primary screen for inhibitors of IQ motif and Ca2+-dependent inactivation inhibitor domain binding in CACNA1D, Förster resonance energy transfer in living cells, …; HEK cells, CFP/YFP FRET ICDI-IQ, plate reader, 10 min; percent FRET-ratio fall versus neutral wells; inhibition, % at 12.3 µM; 0.098% of 340,000 active; AID 743397;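 active means mean replicate inhibition of at least 30% and at least 1% of replicates passing that level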;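 further: 0% = median of the neutral control wells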
ABCB6 inh 2 = inhibitors of human ABC transporter ABCB6; AID 602162; fluorescence ratio to DMSO, % at 10 µM; 0.19% of 360,000 active; Q9NP58; K562-ABCB6 porphyrin accumulation, flow cytometry, 1 h; active compounds read low;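 active means fluorescence ratio to DMSO below 75%, the collection mean minus 3 SD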;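 further: signal is porphyrin accumulated inside mitochondria; 100% equals median channel fluorescence of DMSO control wells; lower ratio means ABCB6 inhibition with less porphyrin fluorescence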
Active calls of the source: *; x = no result given.

structure | Exocytosis inh | H9c2 protect | MC4R antag cAMP | MC4R ag barr | ABCB6 inh 2 | N-glyco inh | ABHD5-PLIN5 inh | HTR2A ag | CaV13 ICDI inh | PDI inh
CCc1nc2c(c(=O)[nH]1)C1(CCCC1)Cc1ccccc1-2 | -2 | 5 | 12 | 2.2 | 97 | 6 | 0 | -1 | -5 | -3
NC(=S)NN=Cc1cc(-c2cccc(N)c2)ccn1 | 8 | 14 | 5 | -0.7 | 100 | -6 | -16 | 7 | -10 | -1
CSc1ccccc1NC(=O)CSc1n[nH]c(N)n1 | 0 | 5 | 20 | -2.2 | 89 | 2 | 0 | -1 | -2 | 3
O=C(Nc1ccc2c(c1)OCO2)N1CCN(c2ccccc2)CC1 | -3 | 0 | 2 | -1.5 | 91 | 0 | -9 | -4 | -6 | 4
CCNS(=O)(=O)c1ccc(CCC(=O)N2CCN(c3ccccc3F)CC2)cc1 | -5 | 0 | 9 | -0.8 | 97 | -1 | 3 | 1 | -20 | 0
COc1ccc(CN2CCNC(=O)C2CC(=O)NCCc2cnccn2)cc1C (configuration not stated) | -1 | -1 | 9 | -0.9 | 103 | 3 | 0 | -3 | -6 | 14
CC(=O)c1cccc(NC(=O)c2cc(C)nn2-c2ccccc2)c1 | -3 | 0 | 22 | -0.9 | 100 | 1 | 6 | 14 | -4 | 3
COc1ccc(CNC(=O)/C=C/c2ccco2)cc1OC | -2 | -1 | -5 | -1.0 | 95 | 1 | 2 | 1 | -4 | 6
CN(Cc1ccc(Cl)c(Cl)c1)C(=O)c1[nH]c(C(F)(F)F)nc1-c1ccccc1 | 0 | -6 | x | x | 96 | -1 | 2 | -3 | -5 | x
N#CCn1cnc2c(oc3ccccc32)c1=O | 4 | 4 | 7 | -1.8 | 93 | -1 | -3 | -2 | x | 7
Cc1c(O)cc2c(c1O)C(=O)CC(c1ccc(O)cc1)O2 (configuration not stated) | -4 | 1 | 6 | 0.4 | 98 | 0 | 4 | 5 | x | x
COc1ccccc1NS(=O)(=O)c1ccc(C(=O)NCC(c2ccco2)N2CCCCC2)cc1 (configuration not stated) | -5 | -2 | -2 | 0.3 | 105 | -2 | 2 | -14 | -5 | 8
CN(C(=O)c1cccc(C#CC(C)(C)O)c1)C1CCCN(Cc2ccccc2F)C1 (configuration not stated) | 0 | 8 | 20 | -1.1 | 104 | 0 | 0 | -4 | -5 | 3
NC(=O)COc1ccc(NC(=O)OCc2ccccc2)cc1 | 7 | -3 | -3 | -0.7 | 101 | 1 | -1 | -2 | -5 | 5
O=C(CNC(=S)N(Cc1ccc(F)cc1)C1CCCCC1)NCC1CCCO1 (configuration not stated) | -1 | -4 | 7 | -0.4 | 95 | 1 | 2 | -4 | -2 | 1
CCc1nnc(NC(=O)CSc2nccn2-c2cccc(C)c2)s1 | -4 | 5 | 5 | 1.3 | 97 | -1 | 9 | 1 | -6 | x
COc1ccc(C(=O)N/C(=C\c2ccccc2)C(=O)NCCCn2ccnc2)cc1 | -8 | 5 | 18 | -1.1 | 99 | 2 | -4 | -5 | -5 | 2
Cc1cc(NC(=O)CSc2n[nH]c(-c3cccs3)n2)no1 | 0 | 2 | 5 | 1.4 | 100 | 1 | -6 | 6 | -4 | 4
COc1cc(/C=N/NC(=O)COc2ccc(Cl)cc2)ccc1OS(=O)(=O)c1ccc(C)cc1 | -5 | 3 | 6 | 5.1 | 91 | -6 | -8 | -6 | -3 | 2
N/N=C(\Cc1cscn1)c1ccc(O)cc1O | 5 | -2 | 6 | 1.5 | 94 | 1 | 3 | 4 | -10 | 4
O=C(NCCCn1ccnc1)C(=O)NCC1OCCN1S(=O)(=O)c1ccc(Cl)cc1 (configuration not stated) | 0 | 0 | 12 | 0.2 | 97 | 0 | 10 | 0 | -3 | x
COc1ccc(C(=O)CSc2nnc(-c3cc(C)on3)o2)cc1 | 0 | 1 | 5 | 2.7 | 97 | -1 | -1 | -7 | -5 | 9
CCC(C)(C)n1nnnc1C(c1cccnc1)N1CCC(Cc2ccccc2)CC1 (configuration not stated) | 14 | -4 | 3 | 2.0 | 88 | -6 | -1 | -3 | -7 | 7
CC(C)N(C(=O)[C@H]1C[C@H](CC(=O)NCCCn2ccnc2)C(=O)N2CCc3c([nH]c4cc(-c5ccco5)ccc34)[C@]12C)C(C)C | 4 | 17 | 4 | 0.5 | 97 | -1 | 5 | 5 | -2 | -5
Cc1cc2cc(C(c3nnnn3C3CCCC3)N(Cc3cccnc3)Cc3ccco3)c(=O)[nH]c2cc1C (configuration not stated) | 0 | -2 | 10 | -2.0 | 100 | -8 | 8 | 2 | -6 | 0
C[C@@H]1CN([C@H](C)CO)S(=O)(=O)c2ccc(C#Cc3ccccc3)cc2O[C@H]1CN(C)C(=O)Nc1ccc2c(c1)OCO2 | 5 | 20 | 4 | 0.4 | 102 | -3 | 15 | -1 | -6 | -6
COc1cccc(OCc2cc(C(=O)N(C)C3CCOCC3)no2)c1 | 0 | 5 | 7 | -1.4 | 103 | 1 | 11 | 2 | -6 | 4
O=C(Nc1ncc(Cc2cccc(Cl)c2)s1)c1ccc([N+](=O)[O-])cc1 | 3 | -9 | 6 | 1.6 | 91 | -5 | 0 | 0 | -18 | -8
Cc1ccc(C(C(=O)NCC2CCCO2)N(C(=O)c2snc(C(N)=O)c2N)c2ccccc2F)o1 (configuration not stated) | 15 | 22 | 10 | -1.8 | 96 | -2 | 15 | 4 | -3 | -1
CCN(CC(=O)Nc1ccccc1C(F)(F)F)C(=O)c1cc(S(=O)(=O)N(C)C)ccc1N1CCCC1 | 3 | -2 | 6 | -2.5 | 97 | 1 | -3 | 5 | -9 | -3

Other structures follow:
structure | Exocytosis inh | H9c2 protect | MC4R antag cAMP | MC4R ag barr | ABCB6 inh 2 | N-glyco inh | ABHD5-PLIN5 inh | HTR2A ag | CaV13 ICDI inh | PDI inh
c1ccc(-c2nc(-c3ccco3)n3ccccc23)cc1 | 2 | 17 | 27 | -0.7 | 130 | -3 | 11 | 1 | -4 | 0
COc1ccc(CN(C)C(=O)Cc2ccc(OC)c(S(=O)(=O)N3CCOCC3)c2)cc1 | -15 | 2 | 7 | -1.9 | 99 | -1 | -9 | -2 | x | -3
COC(=O)C(NC(C)=O)(Nc1cccc(C)n1)C(F)(F)F (configuration not stated) | 10 | -6 | 13 | 0.2 | 102 | -1 | 2 | 0 | 3 | 3
O=C(CSc1nc2c(cnn2-c2cccc(Cl)c2)c(=O)[nH]1)NCC1CCCO1 (configuration not stated) | 0 | 1 | 1 | -3.1 | 102 | 3 | 3 | 3 | -3 | -4
O=C(/C=C/c1ccc(Br)cc1)NCCCn1ccnc1 | -2 | 2 | -3 | -1.2 | 96 | -2 | 4 | -1 | -20 | -5
CSc1ncccc1C(=O)N(C)CC(=O)Nc1cccc(F)c1 | -5 | -2 | 2 | -1.8 | 105 | 0 | 3 | 2 | -3 | 13
COc1ccc(C(=O)Nc2c(N)nc(SCC(=O)N3CCC(C)CC3)[nH]c2=O)cc1 | -2 | 0 | 9 | -2.6 | 99 | 3 | -2 | -8 | -5 | 19
Cc1cccnc1NC(=O)c1ccc(Br)o1 | 5 | 0 | 2 | -2.8 | 101 | 1 | -11 | -5 | -5 | -1
CC(=O)NC(C(=O)N1CCC(c2nc3ccccc3s2)CC1)C(C)C (configuration not stated) | 5 | 2 | 8 | -2.4 | 100 | 2 | -1 | 0 | -5 | 3
O=C(CSCc1c(Cl)cccc1Cl)NCc1ccco1 | -1 | 4 | -2 | -2.7 | 100 | -3 | -4 | -4 | -5 | -4
Cc1cccc(N2CCN(C(=O)c3oc4ccc(Br)cc4c3C)CC2)c1C | 1 | -5 | -2 | -1.6 | 99 | 4 | -3 | -5 | -6 | 6
CCCn1c(NC(=O)C2CCN(C(=O)c3ccccc3C)CC2)nc2ccccc21 | -6 | 8 | 8 | -0.7 | 95 | 1 | -1 | 0 | -5 | 1
O=C(COC(=O)CNS(=O)(=O)c1c(Cl)cccc1Cl)Nc1cccnc1Cl | -2 | 14 | 14 | -2.2 | 101 | 2 | -3 | 1 | -5 | 9
CC1=NN(C(=O)c2csc(C)c2C)C(O)(C(F)(F)F)C1 (configuration not stated) | -3 | 3 | 14 | -0.3 | 108 | 3 | -2 | -1 | -5 | -4
Cc1ccc(C(=O)c2sc3c(c2N)c(=O)[nH]c(=O)n3CCc2ccccc2)cc1 | -5 | 1 | 27 | 0.7 | 103 | 1 | -4 | -6 | -19 | 6
Cc1noc(C)c1NC(=O)N(C)C[C@H]1OCCCC[C@@H](C)Oc2ccc(NC(=O)c3ccccc3)cc2C(=O)N([C@H](C)CO)C[C@@H]1C | 3 | 7 | 13 | 0.7 | 102 | 2 | 7 | 6 | -3 | 0
Cc1ccc(C)c2[nH]c(=O)c(CCNC(=O)CCc3ccccc3)cc12 | 2 | 2 | -1 | -0.1 | 100 | 2 | 4 | -2 | -5 | -6
O=C(/C=C/c1ccccc1)C1=C(O)C(=O)N(CCO)C1c1cccc([N+](=O)[O-])c1 (configuration not stated) | 1 | 0 | 9 | -0.1 | 101 | 2 | 0 | -5 | -14 | -1
CCOc1ccc(C(=O)Nc2ccccc2NC(C)=O)cc1OCC | -2 | -7 | 2 | -1.5 | 97 | 2 | -3 | -2 | 19 | 0
CCN(CC(=O)Nc1c(F)cccc1F)C(=O)CCc1c[nH]c2ccccc12 | -2 | 8 | -3 | -2.7 | 94 | -1 | 2 | 1 | -5 | 14
O=C1C2C(c3cccc(/C=C/c4ccccc4)c3)CC=CC2C(c2ccc(C(F)(F)F)cc2)N1Cc1ccccc1 (configuration not stated) | 9 | -9 | 2 | -0.2 | 101 | -3 | -14 | 17* | -10 | 2
Cn1c(-c2ccccc2)c[n+]2c1-c1ccccc1C2 | 2 | -6 | 0 | -1.4 | 100 | 3 | -5 | -1 | -3 | -14
Cn1c(=O)c2c([nH]c(=S)n2CCCc2ccccc2)n(C)c1=O | 4 | -4 | 12 | -2.0 | 93 | 0 | -10 | 2 | -19 | 3
C=C1N(c2ccc(Cl)cc2)C(=O)OC1(C)C | -2 | 1 | -10 | -0.3 | 97 | -1 | 4 | 3 | -4 | 1
COc1ccc(N2CCN(C(=O)C3CC(O)CN3S(=O)(=O)c3ccc([N+](=O)[O-])cc3)CC2)cc1 (configuration not stated) | -3 | 4 | -4 | 3.4 | 90 | -5 | 9 | 2 | -2 | -1
CN1CCN(CCCNC(=O)c2cc3c(=O)oc4ccccc4c3s2)CC1 | 3 | 13 | 3 | -0.7 | 99 | 4 | -2 | -1 | -5 | 11
COc1ccccc1-c1cc(NC=O)c2ncc(-c3cccc(C(F)(F)F)c3)n2c1 | 23 | -10 | -1 | 25* | 91 | 3 | 9 | -1 | -10 | -6
O=C(CCc1nc2ccccc2c(=O)[nH]1)NCCN1C(=O)S/C(=C\c2ccc(Cl)cc2Cl)C1=O | 0 | 21 | -1 | 1.1 | 96 | 0 | -12 | -5 | -6 | 5
Cn1c(SCC(=O)Nc2ccccc2[N+](=O)[O-])nnc1C(F)(F)F | -1 | 6 | 0 | -1.9 | 93 | 1 | 4 | 8 | x | 1
